# TEAD-YAP inh: TEAD-YAP interaction inhibition, primary screen, TEAD-YAP interaction inhibitor project, luminescence, HEK-TIYL cells; TEAD-Gal4/YAP UAS-luciferase luminescence; inhibition, % at 9.12 µM; actives 1.4% (n = 640,000); AID 1259422, 2018; in the data active = inhibition above about 32%;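 also: 0% = median of test compound wells and 100% = reference inhibitor wells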
# MITF inh: MITF inhibitors, primary screen, biochemical, AlphaScreen, human; inhibition, % at 2.6 µM; AID 1259374, 2018; Microphthalmia-associated transcription factor (Homo sapiens), O75030; AlphaScreen MITF homodimerization, bead proximity signal; actives 0.91% (n = 650,000); in the data active = inhibition above about 50%;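 also: 0% = vehicle wells with protein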
# GPR151 activ: activators of human GPR151, primary screen, cell-based, PathHunter beta-arrestin, luminescence; G-protein coupled receptor 151 (Homo sapiens), Q8TDV0; PathHunter beta-arrestin GPR151 cells; activation, % at 11.2 µM; actives 1% (n = 650,000); in the data active = activation above about 4.9%;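 also: 0% = median of compound wells and 100% = cells with positive control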
# Target sequence (Q8TDV0 whole entry, looked up): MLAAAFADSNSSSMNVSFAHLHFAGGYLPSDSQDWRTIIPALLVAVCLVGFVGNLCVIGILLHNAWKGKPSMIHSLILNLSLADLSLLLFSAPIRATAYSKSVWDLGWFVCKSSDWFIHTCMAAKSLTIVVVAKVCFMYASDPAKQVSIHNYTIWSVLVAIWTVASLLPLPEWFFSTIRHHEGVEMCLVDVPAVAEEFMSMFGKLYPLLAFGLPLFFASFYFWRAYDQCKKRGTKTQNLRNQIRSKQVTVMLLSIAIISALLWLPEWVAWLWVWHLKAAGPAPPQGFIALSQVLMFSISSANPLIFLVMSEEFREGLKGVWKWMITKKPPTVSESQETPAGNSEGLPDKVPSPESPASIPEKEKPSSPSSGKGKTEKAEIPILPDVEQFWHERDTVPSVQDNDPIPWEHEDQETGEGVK
# FBW7 activator: FBW7 E3 ligase activators, primary screen, biochemical, AlphaScreen, human. F-box/WD repeat-containing protein 7 (Homo sapiens), Q969H0. AlphaScreen FBW7–phospho-cyclin E peptide binding, activator screen. normalized activity (activation), % at 26.1 µM. actives 0.13% (n = 650,000); in the data active = normalized activity above about 1.9%;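 also: purified mutant Fbw7 with reduced substrate affinity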
# Target sequence (Q969H0 whole entry, looked up): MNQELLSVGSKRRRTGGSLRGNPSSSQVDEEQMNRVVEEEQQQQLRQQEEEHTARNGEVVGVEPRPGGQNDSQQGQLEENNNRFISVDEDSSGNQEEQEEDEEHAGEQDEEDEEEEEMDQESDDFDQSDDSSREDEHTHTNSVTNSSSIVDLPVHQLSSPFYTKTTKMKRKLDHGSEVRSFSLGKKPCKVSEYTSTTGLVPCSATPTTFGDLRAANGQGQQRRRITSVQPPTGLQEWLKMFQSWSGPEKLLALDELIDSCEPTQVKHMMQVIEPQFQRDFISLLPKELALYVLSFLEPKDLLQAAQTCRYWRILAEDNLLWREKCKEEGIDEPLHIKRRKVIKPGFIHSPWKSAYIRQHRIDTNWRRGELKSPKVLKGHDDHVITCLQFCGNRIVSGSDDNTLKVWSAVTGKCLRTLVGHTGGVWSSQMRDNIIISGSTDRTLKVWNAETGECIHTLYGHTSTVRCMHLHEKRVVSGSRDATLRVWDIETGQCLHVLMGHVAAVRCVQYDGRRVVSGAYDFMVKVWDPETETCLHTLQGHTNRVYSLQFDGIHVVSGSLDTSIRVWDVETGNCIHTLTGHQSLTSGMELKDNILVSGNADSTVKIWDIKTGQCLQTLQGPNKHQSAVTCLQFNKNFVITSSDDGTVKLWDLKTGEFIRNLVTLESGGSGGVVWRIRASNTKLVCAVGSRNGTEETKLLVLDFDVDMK
# Active calls of the source: *; & = joins results of further samples.
SMILES,TEAD-YAP inh,MITF inh,GPR151 activ,FBW7 activator
CN(Cc1ccccc1)S(=O)(=O)c1nnc(NC(=O)C23CC4CC(CC(C4)C2)C3)s1,-2,6,0.2,-0.1
Cc1nc(Oc2ccccc2)cc(N2CCN(C(=O)Nc3ccccc3Cl)CC2)n1,7,0,0.0,-0.1
Nc1nonc1C(=O)NCCNC(=O)c1ccccc1Br,-6,-9,-1.9,0.0
COc1ccc(/C(O)=C/Sc2nnc(Cc3ccccc3)o2)cc1,5,8,0.9,0.0
CCCCSc1ccc(NC2=NS(=O)(=O)c3ccccc32)cc1,-2,14,1.2,0.0
CCC(=O)c1c(NC(=O)c2ccc(C)cc2)sc2c1CCN(CC)C2,-1,-11,1.2,0.0
CCOc1ccc(S(=O)(=O)NCCC(=O)OCN2C(=O)c3ccccc3C2=O)cc1,3,14,1.5,0.1
CCOC(=O)c1ccc(NC(=O)C2CC(=O)N(c3ccccc3)C2)cc1 (stereo not given),11,-2,1.7,0.2
O=S(=O)(NC1=NCCC1)c1cccc(NC(=S)NCCN2CCOCC2)c1,-1,16,0.0,0.0
O=C(NC1CCCCC1)c1ccc(N2CCCC2=O)cc1,-43,-13,-1.8,-0.3
O=C1CS/C(=N\N=C2CCCCC2)N1,-29,4,1.3,0.1
COc1ccc(OC)c2c1sc(=NC(=O)c1ccc(F)cc1)n2C,-8,5,4.6,0.3
O=[N+]([O-])c1cc(C(F)(F)F)ccc1N1CCN(CCSc2nnc(-c3ccccc3)n2Cc2ccccc2)CC1,-1,17,0.4,0.7
O=C(Nc1ccc(-c2nc3ccccc3o2)cc1)C1CCCCC1,-25,8,0.2,0.0
O=C(Cc1cccs1)NN1CCOCC1,-10,4,-1.1,-0.2
Cc1ccc(C(=O)Nc2ccc3c4c2C2C=CCC2CN4CC2CC=CC32)cc1 (stereo not given),5,8,1.1,0.2
CSc1nnc2c(n1)OC(c1ccc(-c3ccccc3Cl)o1)N(C(C)=O)c1ccccc1-2 (stereo not given),6,2,1.2,-0.1
CN(C)CCCNC(=O)CSc1ccccc1,-3,27,-0.5,-0.2
CCCCCCOc1ccc(C(CC(=O)O)C(=O)O)cc1 (stereo not given),10,6,0.1,-0.2
CC(C)OC(=O)c1cc2n(n1)C(C(F)(F)F)CC(c1ccccc1)N2 (stereo not given),-1,2,0.0,0.1
O=C(CSc1ccccn1)N/N=C/c1cc(Br)cc(Br)c1O,19,6,1.6,0.1
CC(=O)Nc1ccc(Nc2ncnc3c2c(-c2ccccc2)cn3-c2cccc(Cl)c2)cc1,-1,14,0.0,1.5
O=C(NC(=O)C1CCNCC1)c1ccc2c(c1)N(Cc1ccc(F)cc1)C(=O)CS2=O (stereo not given),-1,-5,0.1,-0.3
S=c1[nH]nc(-c2ccncc2)n1/N=C/C(Cl)=C\c1ccccc1,-17,11,0.3,0.0
CC(C)C(=O)NCCc1ccc(N2CCCC2)cc1,-20,17,-1.0,-0.1

# 4 of the compounds above, field by field.
> Nc1nonc1C(=O)NCCNC(=O)c1ccccc1Br
  TEAD-YAP inh: -6
  MITF inh: -9
  GPR151 activ: -1.9
  FBW7 activator: 0.0
> COc1ccc(/C(O)=C/Sc2nnc(Cc3ccccc3)o2)cc1
  TEAD-YAP inh: 5
  MITF inh: 8
  GPR151 activ: 0.9
  FBW7 activator: 0.0
> CCCCSc1ccc(NC2=NS(=O)(=O)c3ccccc32)cc1
  TEAD-YAP inh: -2
  MITF inh: 14
  GPR151 activ: 1.2
  FBW7 activator: 0.0
> CCC(=O)c1c(NC(=O)c2ccc(C)cc2)sc2c1CCN(CC)C2
  TEAD-YAP inh: -1
  MITF inh: -11
  GPR151 activ: 1.2
  FBW7 activator: 0.0

# Carrying on.
SMILES,TEAD-YAP inh,MITF inh,GPR151 activ,FBW7 activator
COc1ccc(OC)c2[nH]c(=O)c(CCNC(=O)c3cc4ccccc4o3)cc12,3,29,2.6,0.1
Clc1ccc(COc2ccccc2CNc2ncn[nH]2)c(Cl)c1,1,7,1.2,0.1
COc1ccc(Cl)cc1C(=O)Nn1c(-c2ccc(F)cc2)nc2ccccc2c1=O,5,15,0.9,0.3
CC1CCN(CCC(=O)NN)CC1,4,-1,-0.8,-0.1
CCOC(=O)C1CCN(C(=O)c2c(C)oc3c2C(=O)c2ccccc2C3=O)CC1,6,-1,0.6,-0.1
O=C(CSc1nc2ccccc2c(=O)n1CCC(=O)N1CCCCC1)Nc1ccccc1Cl,-4,5,-1.2,0.1
Cc1ccc(CC(=O)NCc2nc(-c3ccc(C)cc3)no2)cc1,3,-2,2.2,-0.3
COC(=O)c1ccccc1NC(=S)NC(=O)c1ccc(F)cc1,3,-4,-0.1,-0.3
CCN(CC)c1cc(N(CC)c2ccccc2)c([N+](=O)[O-])c2nonc12,-4,5,0.9,-1.7
CC1CCC(NC(=O)CCS(=O)(=O)c2ccc3c(c2)SCC(=O)N3)CC1 (stereo not given),-7,-5,-2.5,-0.2
COc1cc2ccccc2cc1C(=O)Nc1nc(-c2cccnc2)cs1,-15,13,-1.3,0.0
Cc1ccc(NC(=O)CN2C(=O)S/C(=C/c3ccc(O)c([N+](=O)[O-])c3)C2=O)cc1C,-3,-8,0.4,0.0
CNC(=O)N(O)C1N(NC(=O)Nc2ccccc2)C(=S)SC1(C)C (stereo not given),-3,-1,-0.1,-0.2
Cc1cccc(OC(=O)Nc2ccc(I)cc2)c1,4,-3,-0.3,0.2
Cc1nnc(NC(=O)Oc2ccccc2)s1,-3,6,-0.3,-0.2
CCOCCn1c(N2CCCCC2)nc2c1c(=O)n(C)c(=O)n2C,10,12,-0.9,0.2
Cc1ccc(N2CC(C(=O)Nc3ccccc3Cl)CC2=O)cc1 (stereo not given),-1,-3,-0.8,-0.2
CCCC(=O)NC(C)C(c1cccs1)N1CCN(c2ccc(OC)cc2)CC1 (stereo not given),-6,7,-1.6,-0.3
CC(NS(C)(=O)=O)c1ccccc1 (stereo not given),4,-5,6.3*,-0.1
CCOC(=O)c1c(N)sc(/C(C)=N/NC(=O)c2cc([N+](=O)[O-])cc([N+](=O)[O-])c2)c1C,-6,6,-1.6,0.0
COc1ccc(C2/C(=C(\O)c3ccccc3)C(=O)C(=O)N2CCCN2CCOCC2)cc1 (stereo not given),-10,-13,2.7,0.0
COc1ccccc1-c1cnc2c(NCc3ccco3)nccn12,-56,13,1.3,-0.6
Nc1ncnc2c1ncn2C1O[C@H](COP(=O)(O)O)[C@@H](O)[C@H]1O (stereo not given in full),-2&7,12&23,0.0&-0.2,-0.1&0.1
Cc1ccccc1OC(=O)Nc1ccccc1,6,-10,1.3,0.1
Cc1ccc(C(=O)Nc2nnc(S(=O)(=O)N3c4ccccc4CC3C)s2)cc1 (stereo not given),-3,-4,5.6*,0.0

# (further entries)
SMILES,TEAD-YAP inh,MITF inh,GPR151 activ,FBW7 activator
CCC1CCCCN1Cc1c(C)[nH]c2ccc(C)cc2c1=O (stereo not given),-2,0,-0.9,0.0
Cc1ccc(C(=O)N2CCCC2)cc1Br,-4,2,0.4,-0.1
CC1(C)CC(=O)C/C(=N/NC(=O)c2ccc(Br)cc2)C1,-7,6,-0.6,0.2
O=C(Nc1nnc(-c2ccccc2)o1)c1ccc([N+](=O)[O-])s1,1,0,2.6,-0.1
Cc1cccc(C(=O)Nc2nnc(Cc3c[nH]c4ccccc34)s2)c1,9,1,0.5,-0.2
O=S1(=O)CCN2C(=N1)Sc1ccccc12,6,21,1.7,0.5
Nc1ccc(C(=O)OCc2c(F)cccc2Cl)cc1[N+](=O)[O-],-6,4,-2.3,-0.1
CCCCOC(=O)C1=C(C)N(C)C(=O)NC1c1cc2c(cc1Br)OCO2 (stereo not given),0,8,1.3,0.1
CC1CCN(C(=O)c2c(NC(=O)c3ccccc3F)sc3c2CCC(C(C)(C)C)C3)CC1 (stereo not given),8,10,-0.4,-0.1
Cc1ccccc1CC(Cc1nc2ccccc2[nH]1)c1nc2ccccc2[nH]1 (stereo not given),11,9,-1.3,0.0
COc1ccc(CCNc2ncnc3c2nc(Nc2cnccn2)n3C(C)C)cc1,11,9,-1.0,-0.3
CC(=O)N(Cc1ccncc1)C1CC(C)(C)NC(C)(C)C1,8,-5,0.1,0.0
O=C(CSc1ccc(Cl)cc1)Nc1ccc(O)cc1,-30,-9,0.5,0.2
Cc1ccc(CN2CCN(c3ccc([N+](=O)[O-])cc3)CC2)s1,2,70*,0.0,0.6
COc1ccccc1C(=O)Nc1sc2c(c1C(N)=O)CC(C)CC2 (stereo not given),-16,-2,-0.7,0.0
COc1cc(-c2nc(C(N)=O)c3[nH]c(=O)n(-c4cccc(Cl)c4)c3n2)ccc1O,3,13,-0.2,1.2
CCCOc1ccccc1C1NC(=O)NC(C)=C1C(=O)OCc1ccc2c(c1)OCO2 (stereo not given),9,3,0.1,-0.1
O=C(NCc1ccco1)C1CC12CCN(Cc1cn[nH]c1-c1ccccc1)CC2 (stereo not given),-4,8,-0.9,-0.2
CCCN1CCN(C(=O)CC2(c3ccccc3C)CC(=O)N(Cc3ccncc3)C2=O)CC1 (stereo not given),-2,7,0.0,-0.2
Cc1cccc(N(C)S(=O)(=O)c2ccc3[nH]cc(C(=O)NCc4ccco4)c(=O)c3c2)c1,2,5,1.1,-0.1
Cc1cn2c(=O)c(C(=O)NOCc3ccccc3)cnc2s1,4,-12,0.2,-0.3
CSCCOC(=O)COc1ccc(/C=N/NC(=O)CCSc2ccccc2)cc1,-9,-10,1.1,0.1
COc1ccc(-c2nnn(CCOc3ccccc3)n2)cc1OC,-1,4,-0.7,0.0
CCOc1ccccc1Nc1nc(-c2cc3cc(Cl)ccc3oc2=O)cs1,4,5,0.4,-0.1
CCCNC(=O)c1ccc2c(=O)n(CCC)c(=S)[nH]c2c1,3,0,1.4,0.0

# In another format: 3 of the compounds above.
> O=C(NCc1ccco1)C1CC12CCN(Cc1cn[nH]c1-c1ccccc1)CC2 (stereo not given)
  TEAD-YAP inh: -4
  MITF inh: 8
  GPR151 activ: -0.9
  FBW7 activator: -0.2

> COc1ccccc1C(=O)Nc1sc2c(c1C(N)=O)CC(C)CC2 (stereo not given)
  TEAD-YAP inh: -16
  MITF inh: -2
  GPR151 activ: -0.7
  FBW7 activator: 0.0

> Cc1cccc(N(C)S(=O)(=O)c2ccc3[nH]cc(C(=O)NCc4ccco4)c(=O)c3c2)c1
  TEAD-YAP inh: 2
  MITF inh: 5
  GPR151 activ: 1.1
  FBW7 activator: -0.1

# (more compounds)
SMILES,TEAD-YAP inh,MITF inh,GPR151 activ,FBW7 activator
Cc1cccc2c1[nH]c1nc(N/N=C\c3cccc([N+](=O)[O-])c3)nnc12,0,5,-1.3,0.0
COCCNC(=O)CN(Cc1ccccc1)C(=O)CCC(=O)Nc1nccs1,-7,9,0.8,0.0
CC(NC(=O)c1ccc(CNc2c(N3CCCC3)c(=O)c2=O)cc1)c1ccccc1 (stereo not given),5,3,-0.1,-0.1
CCOC(=O)C1CCC(CN(Cc2ccc(Cl)cc2)S(=O)(=O)c2ccc(F)c(C)c2)CC1 (stereo not given),2,7,0.0,-0.5
O=C1C=CC(=NS(=O)(=O)c2ccc(Cl)c([N+](=O)[O-])c2)C=C1,-6,1,0.2,0.1
Cc1sc2ncn(CC(=O)NCC(=O)N3CCN(c4ccccn4)CC3)c(=O)c2c1C,-2,-7,1.9,0.1
C1CCN(c2nc(CN3CCOCC3)nc3sc4c(c23)CCCC4)CC1,0,2,1.5,-0.3
COc1ccc(-c2nc3scc(CCNC(=O)Cc4ccc(F)cc4)n3n2)cc1,0,14,-0.8,-0.1
Cn1c(SCC(=O)Nc2ccc(Cl)c([N+](=O)[O-])c2)nnc1C(F)(F)F,0,11,-1.1,0.1
C=CCSc1nnc2c(n1)OC(c1ccc(O)c(Br)c1)Nc1ccccc1-2 (stereo not given),-47,8,0.7,-0.2
CC(C)CN1CC[C@H]2[C@H](CCCN2Cc2ccco2)C1,-4,8,-1.4,0.0
CCOc1cc(C2/C(=C(\O)c3cc(C)ccc3C)C(=O)C(=O)N2CCN(C)C)ccc1O (stereo not given),-3,0,2.2,0.3
COC(=O)C1=C(C)N(c2ccc(F)cc2)C(=O)/C1=C\c1sccc1C,-11,3,-0.9,-0.2
CCN(CC)c1nc(NCCCN2CCCC2=O)nc(Nc2ccc(NC(C)=O)cc2)n1,-1,13,0.4,0.2
CCCOc1ccc(C2C(C(=O)OC(C)C)=C(C)NC3=C2C(=O)CC(c2ccccc2)C3)cc1OC (stereo not given),9,-8,1.5,0.6
CC(C)NC(=S)N1CCN(S(C)(=O)=O)CC1,7,17,-0.9,0.1
CCCc1nnc(SCC(=O)N2CCCC2)n1CCCOC,-2,0,-0.5,-0.1
CCC1CCCCN1C(=O)c1noc(C(C)C)c1[N+](=O)[O-] (stereo not given),7,3,0.3,0.2
Cc1cc(C)cc(CN2CCc3nnc(C(CC(C)C)NC(=O)CN(C)C)n3CC2)c1 (stereo not given),3,-2,0.9,0.1
CNC(=O)C1CCC(CNS(=O)(=O)c2ccccc2)CC1 (stereo not given),-4,7,-0.4,0.1
N#Cc1ccc(OCC(=O)Nc2ccccc2NS(=O)(=O)c2ccc(F)cc2)cc1,-12,7,-0.1,0.0
CN1CCc2cc(C(CNS(=O)(=O)c3ccc4c(c3)CCCC4)N(C)C)ccc21 (stereo not given),7,-7,0.0,-0.3
COC(=O)C1=C(C)C(c2ccc(OC)cc2OC)NC(=O)N1 (stereo not given),0,-4,2.1,0.0

# Bioassay records as filed in PubChem.

# Rows were taken by chance (roughly 3.4% active in at least one column).
